Screening data from PubChem.
M4 antag = human M4 muscarinic receptor antagonists, primary screen, CHO cells, Fluo-8 calcium fluorescence; CHO-hM4 cells, ACh EC80; hit rate 0.73% among 360,000; Muscarinic acetylcholine receptor M4 (Homo sapiens), P08173; inhibition, % at 3 µM; AID 624125, 2012;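 active = inhibition above its plate's cutoff, the mean inhibition of sample wells plus 3 SD, cut at about 27% in these data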;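 note: 0% = acetylcholine EC80 with DMSO and 100% = DMSO without agonist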
Target sequence (P08173 whole entry, looked up): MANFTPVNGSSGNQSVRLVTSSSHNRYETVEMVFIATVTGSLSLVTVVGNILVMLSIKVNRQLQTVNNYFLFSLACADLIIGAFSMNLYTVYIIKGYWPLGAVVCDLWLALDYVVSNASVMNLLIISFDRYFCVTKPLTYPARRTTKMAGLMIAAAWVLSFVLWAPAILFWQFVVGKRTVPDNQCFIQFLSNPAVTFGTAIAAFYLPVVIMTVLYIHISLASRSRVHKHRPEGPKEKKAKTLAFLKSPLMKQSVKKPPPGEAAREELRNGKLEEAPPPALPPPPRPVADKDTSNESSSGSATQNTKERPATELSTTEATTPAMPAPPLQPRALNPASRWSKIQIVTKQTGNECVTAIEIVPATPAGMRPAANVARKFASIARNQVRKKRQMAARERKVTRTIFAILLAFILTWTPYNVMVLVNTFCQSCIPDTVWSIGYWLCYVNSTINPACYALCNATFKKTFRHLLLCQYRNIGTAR
CHRM1 PAM = human M1 muscarinic receptor positive allosteric modulators, primary screen, CHO-K1 cells, Fluo-8 calcium fluorescence, 1536-well; CHO-K1 hM1, ACh EC20; 0% = ACh EC20, 100% = maximal ACh; activation, % at 3 µM; hit rate 0.088% among 360,000; in the data active = activation above about 19%, passing the limit was not always enough
Target sequence (P11229 whole entry, looked up): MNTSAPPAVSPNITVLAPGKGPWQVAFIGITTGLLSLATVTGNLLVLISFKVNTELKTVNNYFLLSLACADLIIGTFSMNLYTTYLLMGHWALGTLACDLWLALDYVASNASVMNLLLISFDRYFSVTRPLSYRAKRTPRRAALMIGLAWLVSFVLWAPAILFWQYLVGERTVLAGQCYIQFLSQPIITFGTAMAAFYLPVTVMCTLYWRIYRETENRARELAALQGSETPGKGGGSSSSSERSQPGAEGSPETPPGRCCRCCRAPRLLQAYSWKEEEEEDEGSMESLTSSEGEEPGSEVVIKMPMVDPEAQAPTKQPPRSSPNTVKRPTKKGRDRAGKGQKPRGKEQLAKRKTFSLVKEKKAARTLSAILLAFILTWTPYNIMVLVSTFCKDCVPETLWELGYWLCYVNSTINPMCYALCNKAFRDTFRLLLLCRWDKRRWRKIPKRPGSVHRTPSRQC
M4 ag = human M4 muscarinic receptor agonists, primary screen, CHO-K1 cells, Fluo-8 calcium fluorescence | CHO-K1 hM4/Gqi5; vehicle 0%, full acetylcholine response 100% | activation, % at 3 µM | hit rate 0.14% among 360,000 | AID 624127, 2012;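 active = activation above the run mean over all test wells plus 3 SD, cut at about 32% in these data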;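 note: peak over basal fluorescence ratio per well then scaled between controls; 0% = DMSO wells and 100% = acetylcholine at EC100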
CRFR2-BP ag = agonists of CRF-BP/CRF-R2 complex, primary screen, cell-based, HEK293, calcium dye fluorescence, uHTS | CRF-binding protein / CRF receptor 2 complex (human) | calcium dye fluorescence (FLIPR); percent of saturating CRF peptide response | activation, % at 13.2 µM | hit rate 0.46% among 350,000;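 active = activation of at least 50%, plus an integration ratio under a set limit after plate pattern correction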;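 note: plate controls were neutral control wells without compound for no effect and CRF at EC100 for full effect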
CHRM4 PAM = human M4 muscarinic receptor positive allosteric modulators, primary screen, CHO-K1 cells, Fluo-8 calcium fluorescence; Muscarinic acetylcholine receptor M4 (Homo sapiens), P08173; CHO-K1 hM4/Gqi5, ACh EC20; 0% = ACh EC20, 100% = maximal ACh; activation, % at 3 µM; hit rate 0.4% among 360,000; AID 624126, 2012;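 active = activation above its plate's cutoff, the mean activation of sample wells plus 3 SD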; note: some results filed as inactive read as strong as hits
CHRM5 agonist = human M5 muscarinic receptor agonists, primary screen, CHO-K1 cells, Fluo-8 calcium fluorescence | Muscarinic acetylcholine receptor M5 (Homo sapiens), P08912 | CHO-K1 hM5 cells; 0% DMSO wells, 100% maximal acetylcholine response | activation, % at 3 µM | hit rate 0.19% among 360,000;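 active = activation above the run's mean over test compounds plus 3 SD, cut at about 23% in these data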;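 note: signal is peak over basal fluorescence ratio across the kinetic read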
CHRM5 PAM = human M5 muscarinic receptor positive allosteric modulators, primary screen, CHO-K1 cells, Fluo-8 calcium fluorescence; CHO-K1 hM5, ACh EC20 PAM; 0% = ACh EC20, 100% = ACh EC100; activation, % at 3 µM; hit rate 0.3% among 360,000; AID 624038, 2012;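 active = activation above the run cutoff, the mean activation of all test compounds plus 3 SD, cut at about 18% in these data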
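system = human M5 receptor in CHO-K1 cells | compound = one concentration, 3 µM final (nominal) | schedule = Post-acetylcholine fluorescence recording 140 s | signal = Fluo-8 calcium dye fluorescence, kinetic read | benchmarks = low control EC20 acetylcholine (0%), high control EC100 acetylcholine (100%) | repeats = singlicate, one well per test compound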
M5 antag = human M5 muscarinic receptor antagonists, primary screen, CHO cells, Fluo-8 calcium fluorescence. inhibition, % at 3 µM. AID 624040, 2012. CHO-hM5 cells, ACh EC80. hit rate 0.59% among 360,000. Muscarinic acetylcholine receptor M5 (Homo sapiens), P08912;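 active = inhibition above a per-plate cutoff, the mean of that plate's test compounds plus 3 SD, cut at about 27% in these data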;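 note: 0% = acetylcholine EC80 with DMSO and 100% = DMSO without agonist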
CRFBP-R2 block = antagonists of CRF-BP/CRF-R2 complex, primary screen, cell-based, HEK293, calcium dye fluorescence, uHTS | hit rate 0.59% among 350,000 | CRF-induced calcium fluorescence | inhibition, % at 11.8 µM;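 active = inhibition of the ligand-induced calcium signal above about 50% at the single tested concentration, limit read from the data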
* hit, by the source's call; . = no result given.

SMILES	M4 antag	CHRM1 PAM	M4 ag	CRFR2-BP ag	CHRM4 PAM	CHRM5 agonist	CHRM5 PAM	M5 antag	CRFBP-R2 block
COc1cccc(CNC(=O)C(C(=O)NCc2cccc(OC)c2)c2ncc(C(F)(F)F)cc2Cl)c1	-4	2	2	2.2	8	1	7	4	-14
COc1ccc(N2C(=O)C3C(c4ccc(OC)cc4O)NC(Cc4ccccc4)(C(=O)O)C3C2=O)cc1 (configuration not stated)	-2	-1	1	-1.0	-2	0	-3	0	0
C=CCOc1c(Br)cc(/C=C(\C#N)C(N)=O)cc1OC	-7	9	0	-0.7	4	0	5	10	-36
C[C@]12c3[nH]c4ccccc4c3CCN1C(=O)C(CC(=O)NCc1ccco1)C[C@@H]2C(=O)N1CCOCC1 (some centres not stated)	-1	1	1	0.9	-5	1	-1	4	-4
CN1CCN(c2nc3c(c(=O)n(C)c(=O)n3C)n2CCSc2nnnn2-c2ccccc2)CC1	3	2	0	-1.6	-2	3	0	-5	5
COc1ccc(-c2nn(-c3ccccc3)cc2/C=C/C(=O)NCCCn2ccnc2)cc1OC	-7	1	0	-1.5	-5	-1	2	-7	5
O=C1NCCN/C1=C\C(=O)c1ccc(Cl)cc1	5	19	2	-0.8	-1	1	1	0	-1
O=C(Nc1ccc2c(c1)OCCO2)C1CCN(c2ncccn2)CC1	-4	7	1	-1.6	4	-3	0	-12	-1
CCOc1cc(/C=N/NC(=O)C(C)Sc2ccccn2)ccc1O (configuration not stated)	-3	9	1	-1.8	-1	-1	2	-13	-7
Cc1cc(C)c(-c2csc(NC(=O)C3=COCCO3)n2)cc1C	-12	-6	-1	0.5	-6	8	-2	1	3
CCn1cc(C(=O)NCCC(=O)NC(C)C)c(=O)c2cc3c(cc21)OCO3	-1	1	1	-1.8	-2	-5	-4	1	30
C=CC[C@@H](CC(=O)N(CCO)Cc1ccccc1)C(=O)N[C@H](COC(=O)[C@@H](CC=C)Cc1ccc(F)cc1)C(C)(C)C	6	5	4	0.9	-3	0	-4	4	-5
O=C(CN1CCN(S(=O)(=O)/C=C/c2ccccc2)CC1)NCC(F)(F)F	12	14	2	-2.5	-4	-3	-4	14	-3
COc1nc(-c2ccccc2)ccc1-c1noc(-c2cccs2)n1	2	-5	0	2.7	3	-7	-4	4	-12
Cc1cc([N+](=O)[O-])nn1CC(=O)Nc1sc2c(c1C(N)=O)CCCC2	-10	1	0	-0.2	8	0	7	6	-32
Cc1ccc(NC(=O)NC(=O)CN2C(=O)NC3(CCc4ccccc43)C2=O)c(C)c1 (configuration not stated)	-9	8	2	-1.1	4	-13	6	-8	-3
O=C(NC1CCCCCC1)c1ccc([N+](=O)[O-])s1	-2	1	1	-3.8	-3	-4	-2	-4	13
Cc1cccc(C(=O)N/N=C2\CS(=O)(=O)N(C)c3ccsc32)c1	-9	-2	4	-6.5	-11	5	-6	-5	6
O=C(COC(=O)c1cc[n+]([O-])cc1)Nc1cccc(Cl)c1Cl	5	2	0	-0.7	0	1	6	-2	16
Cc1ccc(NC(=O)c2cccs2)cc1NC(=O)c1cccnc1	-7	12	3	-1.5	3	0	2	0	-5
Cc1ccc(S(=O)(=O)NCc2ccccc2)cc1C(=O)NCc1ccncc1	-6	11	2	-0.9	-1	-1	1	-3	-12
COc1cccc(CN(C)C(=O)c2cc(-c3cccs3)nc3ccccc23)c1	19	-16	17	6.4	-13	0	-15	25	-16
O=C(NCc1ccco1)C(c1ccncc1)N(C(=O)Cn1nnc2ccccc21)c1ccccc1F (configuration not stated)	-15	-4	0	0.4	8	-2	-3	-1	-12
CCO[C@@H]1OC(C(N)=O)=C[C@H](c2coc3ccccc3c2=O)[C@H]1CCCO	-9	5	1	-1.3	-3	-2	-2	-1	8
CCOC(=O)Cn1c(=S)[nH]c2c(oc3ccc(Cl)cc32)c1=O	8	6	0	-1.2	-1	-3	-3	0	-6
C=CCNC(=S)N/N=C1\CCS(=O)(=O)c2ccccc21	9	0	15	1.1	-11	0	-12	13	3
CN(C)c1ccc(/C=C/C#N)cc1	0	4	0	-1.4	-6	-4	-12	20	2
NS(=O)(=O)c1ccc(CCNC(=O)CNS(=O)(=O)c2cccc(Br)c2)cc1	-4	5	0	0.5	-4	-1	9	0	-12
COC(=O)[C@H](C)NC(=O)NCc1ccco1	8	2	2	-3.3	1	2	-10	9	9
CCn1c(SCC(=O)Nc2ccc3c(c2)OCCO3)nnc1-c1ccco1	5	1	1	-0.8	2	3	1	-7	-8
CCN(CC)C(=O)COCc1cc(-c2ccc3c(c2)OCO3)on1	5	-7	3	-0.7	-8	-4	-10	0	0
CC1CCc2sc(C(=O)OCC(=O)NC(C)C)cc2C1 (configuration not stated)	1	4	1	0.9	5	0	3	4	-1
CCCn1c(SCc2nc(-c3cccs3)no2)nnc1-c1ccncc1	4	5	3	-0.7	12	4	3	-4	5
CCC(=O)NNc1ncnc2c1cnn2-c1cccc(C)c1	-2	-2	-1	0.5	-3	-2	2	8	2
Cc1ccc(S(=O)(=O)N2C3CCCCC3O[C@H]2CC(=O)c2cccc3ccccc23)cc1 (some centres not stated)	-3	.	1	.	5	3	-1	-9	.
CCNC1CCS(=O)(=O)C1 (configuration not stated)	-5	18	1	1.3	13	-2	5	4	-6
O=C1SCCc2c1n(Cc1ccccc1)c1ccccc21	-5	6	-1	3.9	-4	-1	-4	4	2
CCn1c2ccccc2c2nnc(SCN3C(=O)c4ccccc4C3=O)nc21	0	1	2	0.7	-2	0	-5	5	-4
N#CC1=C(N)N=C(SCc2ccccc2)C(C(N)=O)C12CCCCC2 (configuration not stated)	-5	2	2	-1.9	5	1	0	3	-2
O=C(COC(=O)c1cc(Br)ccc1Cl)NC1CCCC1	-4	15	0	0.5	0	3	5	-3	7
CCOc1ccc(/C=N/NC(=O)c2nnn(-c3nonc3N)c2COc2ccc(F)cc2)cc1	3	3	1	2.8	7	2	3	3	4
CC(=O)N1c2c(cc(Br)cc2S(=O)(=O)Nc2c(C)n(C)n(-c3ccccc3)c2=O)CC1C (configuration not stated)	3	-3	1	-0.1	-9	1	1	-6	-8
NC(Cc1ccc(C(F)(F)F)cc1)c1csc(Nc2ccc(C(=O)NCCCO)cn2)n1 (configuration not stated)	2	4	0	.	1	2	1	-2	.
COc1ccc(-n2cnnc2SCC(=O)Nc2cc(C)on2)cc1	-7	9	1	0.4	-3	-2	-5	-1	24
C=CCc1cc(/C=N/n2cnnc2)cc(OCC)c1O	1	8	1	0.9	-4	-4	0	1	5
N#CCCN(C(=O)COC(=O)CCNS(=O)(=O)c1ccccc1)c1ccccc1	-10	13	1	-0.1	5	3	-2	-2	-2
CCC(CC)C(=O)c1c[nH]c(C(=O)NCc2ccc(F)cc2)c1	-1	-14	10	-3.3	2	5	-7	1	4
CCOC(=O)C1CCN(C(=O)CCc2c(C)nc3cc(-c4ccc(OC)cc4OC)nn3c2C)CC1	6	7	0	-0.8	-2	-1	1	0	6
CCCCCCCCC(=O)O	-22	14	1	0.8	9	2	-1	4	6
CC1(C)CC(=O)C2=C(C1)NC(=O)NC2c1ccc([N+](=O)[O-])cc1 (configuration not stated)	15	10	0	-0.5	-4	-2	-4	15	-12
Cc1cccc(NC(=O)c2ccc([N+](=O)[O-])o2)c1C	-3	9	1	-0.4	-2	1	3	4	-3
COC(=O)c1ccccc1C(=O)N(c1ccccc1)c1ccccc1	-12	3	0	-0.6	-2	2	6	-11	12
CCCCc1ccc(-c2ccc(C)cc2O)nc1	-9	0	0	0.4	8	1	-3	3	-29
CCCC(=O)C1=C(O)C(C(=O)OC)C(C)(C)CC1=NCc1ccccc1 (configuration not stated)	-12	4	0	-3.0	0	-5	-5	9	7
Cc1nn(C)c(Cl)c1CN1CCN(CCC(C)C)C(CCO)C1 (configuration not stated)	-4	4	0	-3.5	-13	-6	9	-5	6
CCCCCOc1ccccc1C(=O)NCCC(=O)O	2	3	0	0.5	18	-3	-6	0	-19
C/C(=N\OC(=O)Nc1ccc(Cl)cc1)c1ccc(F)c(F)c1	-10	-8	4	-4.1	2	-6	-4	6	-22
CSCCC(NC(=O)C1CCC(C)CC1)C(=O)O (configuration not stated)	-2	9	0	-0.2	4	-2	-3	4	3
CCN=C1SC(CC(=O)NC(N)=O)C(=O)N1CC (configuration not stated)	-5	8	0	-0.2	2	-9	13	2	1
NS(=O)(=O)c1ccc(N=Cc2c(O)n(-c3nccs3)c(=O)c3ccccc23)cc1	15	5	1	-1.8	12	-2	0	8	4

Reprinted at random: 5 compounds from above
SMILES	M4 antag	CHRM1 PAM	M4 ag	CRFR2-BP ag	CHRM4 PAM	CHRM5 agonist	CHRM5 PAM	M5 antag	CRFBP-R2 block
CCCCCCCCC(=O)O	-22	14	1	0.8	9	2	-1	4	6
CCN=C1SC(CC(=O)NC(N)=O)C(=O)N1CC (configuration not stated)	-5	8	0	-0.2	2	-9	13	2	1
CC1(C)CC(=O)C2=C(C1)NC(=O)NC2c1ccc([N+](=O)[O-])cc1 (configuration not stated)	15	10	0	-0.5	-4	-2	-4	15	-12
Cc1cccc(NC(=O)c2ccc([N+](=O)[O-])o2)c1C	-3	9	1	-0.4	-2	1	3	4	-3
CCC(CC)C(=O)c1c[nH]c(C(=O)NCc2ccc(F)cc2)c1	-1	-14	10	-3.3	2	5	-7	1	4

(continued)
SMILES	M4 antag	CHRM1 PAM	M4 ag	CRFR2-BP ag	CHRM4 PAM	CHRM5 agonist	CHRM5 PAM	M5 antag	CRFBP-R2 block
O=C(CCCOc1ccccc1)N1CCN(S(=O)(=O)c2ccc(Cl)cc2)CC1	-10	8	1	1.9	8	1	-4	5	-4
O=C(Cc1n[nH]c(=O)[nH]c1=O)N/N=C/c1c(O)ccc2ccccc12	6	6	1	3.4	1	1	-3	0	-3
COc1cc(C(=O)Nc2cc(C)c(OCC(=O)N3CCOCC3)c(C)c2)cc(OC)c1OC	7	8	5	0.0	1	3	-7	-3	9
CN(Cc1ccccc1)c1ncnc2c1cnn2-c1ccccc1	-8	-13	5	-0.5	-8	2	-7	5	3
O=C1C(Cc2ccccc2)Nc2ncnc(N3CCN(c4ccccc4)CC3)c2N1Cc1ccccc1 (configuration not stated)	10	7	1	-0.1	10	-7	-4	14	3
CCCSc1nnc(NC(=O)CSc2sc3c(O)cc(=O)[nH]c3c2C#N)s1	0	3	2	3.2	-2	-4	0	5	-9
O=C(O)C1OCC2(CO1)COC(C(=O)O)OC2 (configuration not stated)	0	7	0	-4.3	4	2	9	-2	18

Outcome played no part in choosing rows; overall some 2.6% were active at least once.
